# CHO-K1 Ca antag: counter-screen for M1 antagonists: effect in parental CHO-K1 cells | AID 602250 | 0.6% of 360,000 active | inhibition, % at 3 µM | ATP-induced calcium, Fluo-8 fluorescence;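 active = inhibition above a per-plate cutoff, the plate's mean sample inhibition plus 3 SD, cut at about 24% in these data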;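 note: 0% = DMSO plus EC80 ATP and 100% = DMSO alone without ATP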
# CHO parental Ca: counter-screen for OX1R antagonists: effect in parental CHO cells; parental CHO-K1, ATP-induced calcium, Fluo-8 fluorescence; inhibition, % at 5.6 µM; 0.63% of 330,000 active;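 active = inhibition above that plate's mean sample inhibition plus 3 SD, cut at about 26% in these data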;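 note: 0% = ATP-challenged DMSO wells and 100% = DMSO wells without ATP; some compounds past the cut are filed as inactive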
#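 Material: parental CHO cells / Compound: single nominal dose of 5.6 µM per compound / Signal: Fluo-8 fluorescence / Replicates: singlicate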
# V1aR counter: counter-screen for oxytocin receptor agonists: human V1a receptor agonists; P37288; CHO-V1R cells, Fluo-8 calcium fluorescence, agonist mode; 0% DMSO, 100% 3 nM vasopressin; activation, % at 3 µM; 0.25% of 320,000 active;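 active = activation above the mean activation of all tested compounds plus 3 SD, per screening run, cut at about 20% in these data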;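 note: signal is peak over basal fluorescence ratio across a 100 second FLIPR read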
# Target sequence (P37288 whole entry, looked up): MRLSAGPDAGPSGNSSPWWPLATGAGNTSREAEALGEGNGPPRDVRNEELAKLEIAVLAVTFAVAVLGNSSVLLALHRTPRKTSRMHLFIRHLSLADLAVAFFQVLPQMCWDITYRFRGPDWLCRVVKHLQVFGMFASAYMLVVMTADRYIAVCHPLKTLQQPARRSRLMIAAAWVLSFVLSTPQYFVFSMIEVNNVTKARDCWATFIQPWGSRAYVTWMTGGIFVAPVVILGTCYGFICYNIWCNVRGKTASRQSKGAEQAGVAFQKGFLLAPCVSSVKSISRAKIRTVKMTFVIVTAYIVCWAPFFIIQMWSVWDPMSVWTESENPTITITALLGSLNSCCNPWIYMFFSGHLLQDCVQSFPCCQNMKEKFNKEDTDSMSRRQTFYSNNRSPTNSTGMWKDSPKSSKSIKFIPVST
# M1 ag: agonists of human M1 muscarinic receptor. P11229. CHO-K1 hM1, Fluo-8 calcium fluorescence, agonist mode; 0% DMSO, 100% acetylcholine EC100. activation, % at 3 µM. 0.33% of 360,000 active;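 active = activation above the run's mean compound activation plus 3 SD, cut at about 16% in these data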;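 note: peak over basal fluorescence ratio within a 140 s kinetic read after compound addition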
# Target sequence (P11229 whole entry, looked up): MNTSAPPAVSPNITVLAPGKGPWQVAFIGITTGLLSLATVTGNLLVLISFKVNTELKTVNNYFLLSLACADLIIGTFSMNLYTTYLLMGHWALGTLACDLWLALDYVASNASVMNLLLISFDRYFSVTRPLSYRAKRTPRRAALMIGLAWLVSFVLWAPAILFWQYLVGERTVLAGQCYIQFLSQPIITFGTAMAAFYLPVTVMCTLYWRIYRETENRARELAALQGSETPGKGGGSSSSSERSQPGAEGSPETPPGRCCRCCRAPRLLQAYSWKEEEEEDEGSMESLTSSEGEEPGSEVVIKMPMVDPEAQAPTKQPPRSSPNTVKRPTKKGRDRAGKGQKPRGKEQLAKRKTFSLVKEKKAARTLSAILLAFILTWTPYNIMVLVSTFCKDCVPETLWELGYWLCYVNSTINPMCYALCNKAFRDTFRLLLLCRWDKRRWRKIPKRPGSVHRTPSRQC
# TAAR1 agonist: human TAAR1 agonism | Q96RJ0 | CHO RD-HGA16 TAAR1, Fluo-8 calcium fluorescence; vehicle wells 0%, saturating PEA agonist 100% | activation, % at 3 µM | 0.99% of 360,000 active | AID 624467;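 active = activation above the mean activation of all test compounds in the run plus 3 SD, cut at about 38% in these data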
#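 Assay system – CHO-derived RD-HGA16 cells with stable Gα16 and human TAAR1 · Compound dosing – one-point dosing at 3 µM (nominal) · Incubation – 17-24 h seeding, 75 min 37 °C dye, 30 min RT · Measured by – kinetic Fluo-8 calcium fluorescence · Control set – DMSO vehicle as 0%, PEA at EC100 as 100% · Repeats – single well for each compound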
# M1 PAM parental: counter-screen for M1 PAMs: effect in parental CHO-K1 cells | 0.02% of 360,000 active | activation, % at 3 µM | ATP EC20, Fluo-8 calcium fluorescence; 0% at ATP EC20, 100% at ATP max;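 active = activation above the run cutoff, the mean activation of all test compounds plus 3 SD, cut at about 40% in these data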;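 note: peak over basal fluorescence ratio in a 140 s read after ATP addition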
# M1 ag parental: M1 agonist counterscreen hit in parental CHO-K1 cells | Fluo-8 calcium fluorescence; scaled to maximal ATP response, vehicle zero | 0.48% of 360,000 active | activation, % at 3 µM; in the data active = activation above about 15%;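 note: untransfected CHO-K1 host cells lacking M1 receptor as counterscreen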
# TAAR1 antag: antagonists of human TAAR1 | 1.5% of 360,000 active | Q96RJ0 | CHO RD-HGA16 TAAR1, Fluo-8 calcium fluorescence, antagonist | AID 624466 | inhibition, % at 3 µM;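 active = inhibition above a per-plate cutoff, the mean inhibition of test compounds on that plate plus 3 SD, cut at about 49% in these data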;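 note: 0% = DMSO plus EC80 beta-PEA response and 100% = DMSO alone without agonist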
#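 Material: CHO RD-HGA16 cells bearing hTAAR1; compound dosing: one-point dosing, 3 µM nominal final; schedule: dye loading 75 min at 37 °C, then 30 min room temperature; measured by: calcium fluorescence with Fluo-8; control set: vehicle and agonist controls; replication: n of 1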
# OXTR potentiate: human OXTR potentiation; P30559; CHO-OTR cells, Fluo-8 calcium fluorescence, potentiator mode; 0% = oxytocin EC15, 100% = EC100; activation, % at 3 µM; 0.061% of 320,000 active; AID 2445;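 active = activation above that plate's cutoff, the mean activation of tested compounds plus 3 SD, cut at about 6.6% in these data, passing the limit was not always enough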;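 note: 100% uses oxytocin at 75 nM as the full agonist control; some results filed as inactive read as strong as hits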
#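 System: human OTR in CHO cells / Also added: sub-maximal oxytocin, roughly EC15 / Control set: EC15 oxytocin low, 75 nM oxytocin high / Schedule: 6 min compound pre-incubation at room temperature, 100 s kinetic read / Compound: single-point 3.0 µM / Replication: singlicate / Technique: Fluo-8 calcium dye fluorescence / Read-out basis: % activation of max/min ratio relative to oxytocin controls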
# An asterisk follows results filed as active; nt = no result given.
item	structure	CHO-K1 Ca antag	CHO parental Ca	V1aR counter	M1 ag	TAAR1 agonist	M1 PAM parental	M1 ag parental	TAAR1 antag	OXTR potentiate
1	COc1ccc(C(CNC(=O)c2ccc(S(=O)(=O)Nc3ccccc3OC)cc2)N2CCCC2)cc1 (configuration not stated)	-9.5	nt	nt	-6.8	11.0	16.8	4.4	11.5	nt
2	COc1cc2[nH]c(=O)n(CCCC(=O)N3CC=C(c4ccccc4)CC3)c(=O)c2cc1OC	2.4	-19.6	2.2	-3.7	2.9	-2.5	0.2	10.8	-20.0
3	O=c1c(/C=N/O)c(Nc2ccccc2)nc2ccccn12	-6.7	-0.5	-0.8	-4.7	0.6	17.4	2.6	-30.6	-5.5
4	CC(C)c1ccc(NC(=O)CSc2nc(=O)n(CCCN3CCOCC3)c3c2CCC3)cc1	-3.5	-34.9	0.4	-0.8	0.1	-11.8	0.2	-10.4	-3.4
5	CCn1c(SCC(=O)NNC(=O)c2ccc(C)cc2)nnc1C1CC1	-7.8	-13.8	4.3	1.1	9.8	6.8	0.1	4.8	-1.4
6	CN(C)c1nc(NC(C)(C)C)nc(NC(C)(C)C)n1	-7.2	2.4	0.4	-4.1	0.6	3.9	1.2	-10.1	-4.5
7	COCCNC(=O)/C(C#N)=C/c1ccccc1Br	-7.4	-6.5	0.5	-1.3	2.5	12.2	1.2	-35.3	-8.9
8	CCCc1ccc(OCc2ccc(C(=O)Nc3cccc(C)n3)o2)c(OC)c1	-18.1	-24.3	0.5	-8.2	5.4	21.9	0.7	25.1	-13.3
9	O=C(CNC(=O)c1cccs1)N/N=C/c1ccc(Cl)cc1	-16.0	1.1	2.2	-5.7	27.8	14.3	0.9	1.8	-11.6
10	O=C(NCCN1CCCC1=O)C1CCC(=O)N(CCc2cccc(F)c2)C1 (configuration not stated)	1.9	-5.7	0.3	-1.8	5.7	-1.6	0.3	-19.4	-6.4
11	CCOc1cc(-c2c(C#N)c(N)nc3c2CCCC3C)ccc1O (configuration not stated)	-12.0	-20.9	-1.2	-4.0	17.9	13.7	0.2	0.9	-3.1
12	CC(Oc1ccccc1)C(=O)Nc1nc(-c2ccncc2)cs1 (configuration not stated)	-3.6	-11.1	3.9	-1.7	11.3	1.2	6.0	19.6	-6.9
13	CCCCCCSc1ccc([C@@H]2[C@H]3C(=O)N(C)C(=O)[C@H]3[C@]3(C(=O)OC)CCCCN23)cc1OC	0.0	-26.1	-0.6	-5.7	-0.9	17.9	-0.4	2.7	-7.8
14	O=C(CSc1nc2ccccc2s1)N/N=C/c1ccc(C(=O)O)cc1	-6.8	16.7	2.6	-6.0	15.5	8.1	-0.1	-2.4	-8.2
15	COc1ccc(CNC(=O)c2ccc(Cn3nc(C)c([N+](=O)[O-])c3C)o2)cc1	0.9	-8.7	1.6	-2.6	9.9	-2.0	3.1	3.4	-13.9
16	Cc1ccc(S(=O)(=O)NCC(=O)Nc2ccc(C(F)(F)F)cc2)cc1	3.5	-11.9	1.7	-1.4	6.1	-4.1	5.5	10.7	-6.3
17	C[C@H](CO)N1C[C@H](C)[C@H](CN(C)Cc2cncnc2)Oc2cc(Br)ccc2S1(=O)=O	1.3	nt	nt	-3.0	0.7	-4.1	0.2	-18.7	nt
18	O=C(CC1CCS(=O)(=O)C1)NC1CCCCC1 (configuration not stated)	-3.9	-5.8	1.2	-2.2	11.7	10.3	0.3	2.6	-9.3
19	CC(=O)Nc1ccc2c(c1)OCCOCCOc1cc(NC(C)=O)ccc1OCCOCCOCCO2	nt	5.5	-0.7	nt	5.8	nt	nt	-21.8	2.0
20	CCc1nc2c(OCC(=O)C(C)(C)C)cccn2c1N(C=O)Cc1ccc(OC)cc1	5.1	nt	nt	-1.3	3.0	-13.6	0.8	-28.2	nt
21	Cc1cc(Br)ccc1NC(=O)CNC(=O)COc1ccccc1C	-2.2	-18.8	0.0	-1.4	-0.8	-5.6	0.5	2.7	-7.5
22	Cc1cc(N2CCN(S(=O)(=O)c3ccc4c(c3)OCCO4)CC2)n2ncnc2n1	-4.0	-17.5	2.7	0.4	7.9	10.7	1.5	3.3	-6.3
23	COc1cccc(-c2cc(C(=O)N/N=C/c3cccc(OC)c3OC)c3ccccc3n2)c1	-1.0	-23.4	0.9	-3.6	3.7	15.8	3.5	42.7	-2.5
24	O=c1[nH][nH]c(-c2ccccc2)c1C=Nc1ccccc1Cl	-10.1	6.7	3.9	-2.6	12.9	15.3	0.8	4.5	-2.8
25	O=C(Nc1cccc(F)c1)NC1(C(=O)N2CCC(O)CC2)CCCCC1	-12.0	-11.9	-0.3	-4.0	-2.1	-8.6	0.2	5.8	-3.7
26	C=CCSc1nnc(NC(=O)C2CSC3(C)CCC(=O)N23)s1 (configuration not stated)	-2.4	-10.9	3.9	-2.2	-0.6	-4.0	0.2	-19.8	-4.7
27	[O-]/[N+](=C\c1ccc(F)cc1)c1ccccc1	-19.2	2.7	0.0	-2.2	-1.9	17.8	0.3	-14.7	-7.9
28	Cc1ccc(OCc2cc(C(=O)N(C)CCc3nc4ccccc4[nH]3)no2)cc1C	-4.9	nt	nt	1.0	7.4	-9.9	4.9	31.3	nt
29	OC(COc1cccc2ccccc12)CN1CCN(c2cccc(Cl)c2)CC1 (configuration not stated)	9.1	-17.0	1.9	-2.4	-0.8	-8.8	21.2*	-11.6	-1.0
30	COc1ccccc1N1CCN(CC(=O)c2c[nH]c3ccccc23)CC1	12.8	-18.9	0.4	-0.4	1.5	-7.6	0.6	12.1	-11.6

# Some of these compounds in order of the TAAR1 antag value, highest first.
no.	canonical_smiles	TAAR1 antag
18	O=C(CC1CCS(=O)(=O)C1)NC1CCCCC1 (configuration not stated)	2.6
6	CN(C)c1nc(NC(C)(C)C)nc(NC(C)(C)C)n1	-10.1
3	O=c1c(/C=N/O)c(Nc2ccccc2)nc2ccccn12	-30.6

# The list goes on:
item	structure	CHO-K1 Ca antag	CHO parental Ca	V1aR counter	M1 ag	TAAR1 agonist	M1 PAM parental	M1 ag parental	TAAR1 antag	OXTR potentiate
31	CN1CCN(c2ccc(NC(=O)c3ccc4c(c3)OCO4)cc2)CC1	7.2	-8.2	-0.7	-4.5	7.6	0.4	-0.3	-3.0	-3.4
32	CSc1nnc(-c2ccc(S(=O)(=O)N3CCOCC3)cc2)n1C	-10.4	-2.5	0.3	-3.2	2.1	12.8	1.3	0.1	1.1
33	CC(NC(=O)c1ccc(Cl)cc1)c1nnc(SCC(=O)NC2=NCCS2)n1C (configuration not stated)	-12.0	-5.1	1.4	-3.9	0.7	0.0	-0.3	-12.7	-3.2
34	O=[N+]([O-])c1cc([N+](=O)[O-])c2nonc2c1Nc1ccccc1O	-1.9	nt	nt	-0.7	5.1	6.4	0.7	-5.8	nt
35	Cc1nc(C)c(-c2csc(NCCc3ccccc3)n2)s1	-6.3	-15.7	3.9	-0.6	25.0	7.3	4.9	16.5	-17.1
36	CN(CC(=O)Nc1ccc2c(c1)OCO2)S(=O)(=O)c1ccc2c(c1)CCC(=O)N2	-8.8	-6.3	-1.1	-2.0	2.0	-17.7	0.7	-39.9	0.2
37	COc1ccc(C(=O)CN2C(=O)c3ccccc3C2=O)c(OC)c1	7.9	-7.6	-0.2	2.4	2.8	-13.6	0.5	-14.4	-3.1
38	COC(=O)c1ccc2nc(-c3ccc(C)cc3)c(CC3CCCCC3)n2c1	-17.2	nt	nt	2.2	4.0	18.9	1.4	8.3	nt
39	Cc1ccc(S(=O)(=O)Cc2cccc(C(=O)N3CCOCC3)c2)cc1	0.6	-11.8	1.4	-1.8	10.5	9.6	0.4	-0.6	-9.2
40	COc1ccc(C(=O)C2CCCN(C(=O)c3cccc(N4CCCC4=O)c3)C2)cc1OC (configuration not stated)	3.4	nt	nt	-3.2	5.7	-6.0	10.4	-28.9	nt
41	CCOC(=O)Nc1ccc2c3c(cccc13)-c1ccccc1-2	-1.3	nt	nt	-4.8	2.5	-3.3	-0.1	2.3	nt
42	COc1ccccc1CNC(=O)[C@H](C)NC(=O)C1CCN(C(=O)[C@@H]2CCCN2C(=O)OC(C)(C)C)CC1	-1.0	-15.8	0.1	-2.5	3.4	0.9	0.0	-42.2	2.1
43	COc1ccc2c(c1OC)C(=O)N(c1cccc(C)c1)C2=O	5.6	-3.1	0.2	-1.9	3.4	-3.1	0.4	11.5	-16.4
44	CCCCn1c(SCC(=O)NNC(=O)c2ccccc2)n[nH]c1=O	-5.5	0.6	0.7	-3.8	-1.7	-20.1	-0.1	2.9	-4.0
45	Cc1noc(C)c1COC(=O)C1CC(O)CN1S(=O)(=O)c1ccc(Cl)cc1 (configuration not stated)	3.2	-8.0	-0.8	-2.2	9.9	12.3	0.4	2.8	-7.5
46	COc1ccc(-c2nnnn2C)cc1S(=O)(=O)Nc1ccc(C)cc1C	6.4	-8.5	1.0	-1.7	1.2	-10.0	1.8	-26.6	-3.6
47	Cc1cc(NC(=O)CCN2C(=O)C3C4CCC(C4)C3C2=O)c(C)cc1Br (configuration not stated)	19.8	1.4	1.9	-3.2	5.5	-9.2	0.7	12.3	-0.9
48	CCN(CC(=O)Nc1ccc(NC(C)=O)cc1)C(=O)c1ccc(=O)n(C)n1	-4.7	-1.1	0.6	-1.4	1.4	6.6	0.2	-24.1	3.5
49	CC1=CCCC(C)(C)C1/C=C/C(C)=N/NC(=O)c1ccncc1 (configuration not stated)	-8.6	-0.3	1.2	-1.7	5.0	-4.5	0.4	-15.7	-1.2
50	O=c1oc2ccccc2c(N2CCCCC2)c1CN1CCCC1	-44.1	-6.2	0.1	-12.4	1.8	17.8	1.1	14.4	-5.0
51	O=C(Oc1cc(=O)n2ccccc2n1)c1ccccc1	-3.4	-10.0	0.1	-2.0	-0.7	15.9	0.6	-4.9	-5.8
52	COC(=O)c1c(NC(=O)C(=O)NCCCN2CCOCC2)sc2c1CCCC2	16.3	-16.5	1.5	-3.8	3.5	10.0	-0.1	-26.1	1.2
53	CN(c1ccccc1)S(=O)(=O)c1cc(C(=O)N2CCN(c3ncccn3)CC2)ccc1Cl	-11.5	-18.9	1.3	-1.7	16.3	8.3	7.0	42.5	-10.3
54	Cc1c(NP(=O)(c2ccc(Br)cc2)c2ccc(Br)cc2)c(=O)n(-c2ccccc2)n1C	3.6	-19.6	0.6	-1.2	3.5	-1.7	0.6	18.5	-4.8
55	Cn1cccc1C(=O)c1cccc([N+](=O)[O-])c1	-13.2	-10.7	-0.2	-2.9	-1.0	11.8	-0.2	11.7	-10.2

# Screens as filed in PubChem BioAssay.
